NPR1 activator: GC-A stimulated cGMP production enhancers – HEK293 GC-A cells, cGMP TR-FRET, EC30 ANP, primary screen | activation, % at 10 µM | 0.14% of 370,000 active | Atrial natriuretic peptide receptor 1 (Homo sapiens), P16066 | 0% at EC30 ANP, 100% saturating ANP; in the data active = activation above about 40%
ADAM10 inh: human ADAM10 inhibitors, primary screen, biochemical, QFRET, HTS; Disintegrin and metalloproteinase domain-containing protein 10 (Homo sapiens), O14672; recombinant ADAM10, EDANS/DABCYL FRET peptide cleavage, 3 h; inhibition, % at 7 µM; 0.62% of 370,000 active; AID 720582, 2013;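 active = inhibition above a per-campaign cutoff equal to the mean of compounds falling between control-based bounds plus 3 SD, cut at about 20% in these data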;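 note: 0% = DMSO wells while the 100% control is not disclosed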
ASAP1 inh: inhibitors of human ASAP1 ArfGAP activity, primary screen, biochemical, fluorescence polarization. inhibition, % at 16.5 µM. 0.19% of 360,000 active. Arf-GAP with SH3 domain, ANK repeat and PH domain-containing protein 1 (Homo sapiens), …. ASAP1-stimulated ARF1 GTP hydrolysis, GDP FP detection; in the data active = inhibition above about 25%;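 note: 0% = vehicle with enzyme and substrate and 100% = no enzyme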
Target sequence (Q9ULH1 325-724 limits assumed): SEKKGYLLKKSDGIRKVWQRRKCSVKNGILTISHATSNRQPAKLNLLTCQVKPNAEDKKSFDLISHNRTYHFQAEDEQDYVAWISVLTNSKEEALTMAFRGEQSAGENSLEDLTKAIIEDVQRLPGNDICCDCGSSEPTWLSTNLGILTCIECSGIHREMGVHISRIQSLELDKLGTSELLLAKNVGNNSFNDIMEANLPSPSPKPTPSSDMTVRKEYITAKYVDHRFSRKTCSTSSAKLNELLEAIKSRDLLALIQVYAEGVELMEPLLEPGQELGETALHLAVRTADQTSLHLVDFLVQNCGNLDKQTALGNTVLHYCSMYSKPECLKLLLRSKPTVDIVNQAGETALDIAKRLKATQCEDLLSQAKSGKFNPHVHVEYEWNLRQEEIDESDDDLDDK
DDE Tn6 FP inh: inhibitors of Tn6 peptide binding to fibrin DD(E), primary screen, biochemical, fluorescence polarization, human fibrin, Tn6 probe. Fibrinogen beta chain (Homo sapiens), P02675. inhibition, % at 8.3 µM. 0.21% of 370,000 active. Fibrin DD(E) TRITC-Tn6 fluorescence polarization displacement;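 active = inhibition above a per-campaign cutoff: mean of compounds within control limits plus 3 SD, cut at about 15% in these data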;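 note: 0% = median of all compound wells on the plate and 100% = blocking peptide control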
rCAG binder: binders of r(CAG) RNA repeats, primary screen, biochemical, fluorescence; inhibition, % at 3 µM; r(CAG) RNA repeat, TO-PRO-1 dye displacement fluorescence; 1.3% of 370,000 active;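 active = inhibition above the plate cutoff, the mean of all test compounds on that plate plus 3 SD, cut at about 35% in these data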;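 note: 0% = DMSO alone and 100% = 100 µM mitoxantrone as full dye displacement; higher means more dye released from RNA so lower well fluorescence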
ARFGAP1 inh: inhibitors of rat ARFGAP1 GAP activity, primary screen, biochemical, fluorescence polarization, GDP tracer; AID 651572, 2012; 0.26% of 360,000 active; ADP-ribosylation factor GTPase-activating protein 1 (Rattus norvegicus), Q62848; inhibition, % at 16.5 µM; Arfgap1-stimulated ARF1 GTP hydrolysis, GDP FP detection;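 active = inhibition above a per-plate limit, mean inhibition of low control wells plus 3 SD, cut at about 25% in these data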;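 note: 0% = DMSO wells with enzyme and 100% = wells lacking Arfgap1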
Target sequence (Q62848 1-136 limits assumed): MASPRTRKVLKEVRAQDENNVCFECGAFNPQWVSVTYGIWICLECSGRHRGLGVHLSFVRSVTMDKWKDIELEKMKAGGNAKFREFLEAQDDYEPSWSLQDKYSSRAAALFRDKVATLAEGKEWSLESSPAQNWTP
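Assay system: Rat Arfgap1 GAP domain (His6, aa 1-136), purified enzyme | Buffer or medium: HEPES 25 mM pH 7.5, NaCl 150 mM, MgCl2, DTT | Schedule: GTP hydrolysis reaction 2 h at 25 °C | Signal: FP of antibody-bound GDP Alexa 633 tracer, ex 620/em 688 nm | Measure: Percent inhibition of Arfgap1-stimulated GTP hydrolysis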
KLK7 zymogen act: proKLK7 zymogen activators, primary screen, biochemical, fluorescence intensity; Kallikrein-7 (Homo sapiens), P49862; purified proKLK7, EDANS-DABCYL substrate fluorescence; 100% is mature enzyme control, 0% vehicle; activation, % at 7 µM; 0.9% of 370,000 active;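 active = activation above the mean of all tested compounds plus 3 SD, computed per campaign excluding outliers beyond control limits, cut at about 13% in these data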
Target sequence (P49862 whole entry, looked up): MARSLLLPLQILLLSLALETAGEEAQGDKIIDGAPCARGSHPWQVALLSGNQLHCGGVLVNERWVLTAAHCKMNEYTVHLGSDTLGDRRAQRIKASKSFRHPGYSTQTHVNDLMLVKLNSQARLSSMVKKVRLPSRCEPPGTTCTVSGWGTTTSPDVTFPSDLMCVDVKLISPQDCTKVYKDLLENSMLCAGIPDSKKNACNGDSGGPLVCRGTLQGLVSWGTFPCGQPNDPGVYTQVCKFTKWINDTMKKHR
GC-B act: human GC-B receptor activators, primary screen, HEK293 GC-B cells, cGMP TR-FRET, EC30 CNP | Atrial natriuretic peptide receptor 2 (Homo sapiens), P20594 | 0% at EC30 CNP, 100% saturating CNP | activation, % at 10 µM | 0.11% of 370,000 active | AID 1920062, 2024;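 active = activation at 10 µM reaching about 35% in either raw or pattern-adjusted values, limit read from the data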
GAA850 FXN act: FXN promoter activators, primary screen, cell-based, luciferase luminescence, HEK293 lucGAA850 | HEK293 lucGAA850 FXN promoter luciferase reporter, 24 h; percent of 10 µM SAHA response | activation, % at 6 µM | 0.56% of 360,000 active | AID 540364, 2011;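 active = activation above the average of all compounds screened plus 3 SD, cutoff fixed separately per campaign, cut at about 7.5% in these data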;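 note: 0% = DMSO wells and 100% = 10 µM SAHA wells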
HGIII-sPLA2 inh: human group III sPLA2 inhibitors, primary screen, biochemical, QFRET, BODIPY PC-A2 liposome substrate; Group 3 secretory phospholipase A2 (Homo sapiens), Q9NZ20; QFRET BODIPY PC-A2 liposome hydrolysis, fluorescence; inhibition, % at 12.2 µM; 0.56% of 370,000 active; AID 743126, 2013;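 active = inhibition above mean plus 3 SD of compounds lying within the high and low control bounds, cut at about 19% in these data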;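 note: 0% = median of test compound wells and 100% = no enzyme DMSO wells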
The depositor's hits bear a star; i = inactive; / = not tested or not shown. Compounds were not picked by outcome; 4.5% or so of the library scored in one or more.

SMILES	NPR1 activator	ADAM10 inh	ASAP1 inh	DDE Tn6 FP inh	rCAG binder	ARFGAP1 inh	KLK7 zymogen act	GC-B act	GAA850 FXN act	HGIII-sPLA2 inh
O=C(CN(C(=O)CNS(=O)(=O)c1ccccc1)c1ccc(F)cc1)NCc1ccco1	5.0	6.6	9.2	1.8	-0.4	-11.4	0.2	3.0	0.0	-0.5
O=C(COc1ccccc1Cl)N1CCN(c2ccccn2)CC1	0.9	-7.2	6.3	-2.5	-3.1	-8.1	0.4	-5.1	-0.7	-3.5
CO[C@H]([C@H](C)/C=C/N(C)C=O)[C@@H](C)C(=O)CC[C@H](C)[C@H](O)[C@H](C)[C@H]1OC(=O)/C=C/C(C)=C/C[C@H](O)C[C@@H]2C=CC[C@@H](C[C@H](OC)[C@@]3(CO3)[C@@H](OC)C[C@@H](OC)[C@@H]1C)O2	-36.2	-1.7	/	-2.7	/	/	/	-28.8	/	-14.7
C#CC[N+]1(CC#Cc2ccccc2)CCCC1	0.5	-2.2	-2.9	3.9	3.1	-6.6	-1.0	5.8	0.4	9.3
COc1ccc(-c2cccc(NS(=O)(=O)c3cc([N+](=O)[O-])c(C)c([N+](=O)[O-])c3)c2)nn1	0.8	2.2	-5.8	-5.7	56.9*	5.7	0.6	-0.6	-0.8	-36.8
CCN1CCN(Cc2nc3c(c(=O)n(C)c(=O)n3C)n2C(C)C(C)=O)CC1 (stereo not given)	2.5	-10.1	-5.2	1.8	-3.0	-2.3	-0.1	-3.6	3.1	8.2
C=CCn1c(=O)c2ccccc2n2nnc(C(=O)OCC)c12	1.8	-1.7	3.4	2.8	-1.0	-7.7	0.4	0.4	1.2	12.1
COc1ccc(CNC(=S)Nc2ccccc2F)cc1	1.6	0.8	2.7	7.5	-2.8	-10.7	-0.2	-2.0	1.2	11.6
CCc1ccccc1NC(=O)CCC(=O)OCC(=O)c1ccc(-c2ccccc2)cc1	-0.7	2.1	-4.1	-3.4	4.3	-2.1	0.1	3.9	-0.3	-5.6
Clc1ccc(OCc2nn3c(-c4ccco4)nnc3s2)cc1	3.9	-5.3	-17.1	-1.5	-0.8	7.2	0.3	-2.3	2.2	0.9
Nc1nc(-c2ccco2)nn1S(=O)(=O)c1ccc(Cl)cc1	0.2	4.9	-2.0	2.8	-2.0	10.4	-0.5	-4.5	-0.1	4.8
Oc1ccc2ccc3[nH]cnc3c2c1	6.6	2.2	-1.6	2.5	4.0	5.5	0.7	-3.5	3.4	-12.8
Cc1cc(Br)c(OCc2ccc(C(=O)N/N=C3\CC4CC=CC34)cc2)c(Br)c1 (stereo not given)	-3.7	3.0	13.8	2.7	5.0	5.7	0.1	-2.0	1.7	1.6
Cc1cccc(CCNC(=O)C2CCC(=O)N(Cc3ccccc3F)C2)n1 (stereo not given)	2.2	3.1	5.9	-1.9	-4.9	5.7	-0.3	6.8	0.4	0.9
O=C(O)CCc1ccc(-c2ccc(Br)cc2)n1-c1cccc(O)c1	-1.6	2.2	-0.4	2.0	26.7	-11.9	0.3	0.1	1.1	-81.1
NS(=O)(=O)c1ccc(CCNCc2cc(Cl)ccc2OCc2ccccc2)cc1	-55.8	1.8	-1.4	0.0	-1.2	7.1	0.5	-11.1	-5.3	-25.6
CCCCCCNC(=O)c1cc(S(=O)(=O)N2CCc3ccccc32)ccc1F	-7.9	-2.4	2.9	1.2	0.1	-10.5	-0.4	-0.3	0.1	-0.4
CS(=O)(=O)c1ccc(C(=O)NC2CCCCC2)cc1	4.5	-5.2	3.2	5.2	-1.9	-0.8	-0.3	8.1	0.5	13.4
COc1cccc(NC(=O)CSc2ccc3nnc(CCNC(=O)c4ccccc4)n3n2)c1	-2.3	0.4	-9.4	-1.0	0.9	2.7	0.1	-4.1	1.0	11.0
O=[N+]([O-])c1cccc(N(CC(O)CN2CCCCC2)S(=O)(=O)c2ccccc2)c1 (stereo not given)	-1.3	8.0	-8.1	9.0	3.2	7.4	-0.1	-1.9	0.1	1.2
COc1cc(/C=N/NC2=NC(C)(C)Cc3ccccc32)cc(OC)c1OC	6.6	-10.8	-9.4	5.5	-8.2	-15.8	0.3	0.5	1.1	-2.8
Cc1cc(C)c(S(=O)(=O)Nc2ccccn2)c(C)c1	-2.6	-20.2	-3.2	2.4	1.6	-7.1	-0.1	-1.4	-0.2	-9.9
O=c1[nH]cnc2scc(-c3ccc(F)cc3)c12	1.3	-16.8	7.6	4.5	-1.8	0.4	0.9	-10.3	0.8	1.4
O=C(/C(=C/O)N=Nc1ccccc1)c1cccs1	0.0	-2.0	4.1	-1.9	4.3	-3.8	-0.5	3.4	4.5	-2.8
CCOc1cc(N2CCOCC2)c(OCC)cc1NC(=O)COC(=O)CCn1c(C)csc1=O	-0.8	-8.5	2.6	-8.4	-10.3	-3.7	-0.3	5.5	0.1	11.5

The final three records of the part before open the next one:
SMILES	NPR1 activator	ADAM10 inh	ASAP1 inh	DDE Tn6 FP inh	rCAG binder	ARFGAP1 inh	KLK7 zymogen act	GC-B act	GAA850 FXN act	HGIII-sPLA2 inh
O=c1[nH]cnc2scc(-c3ccc(F)cc3)c12	1.3	-16.8	7.6	4.5	-1.8	0.4	0.9	-10.3	0.8	1.4
O=C(/C(=C/O)N=Nc1ccccc1)c1cccs1	0.0	-2.0	4.1	-1.9	4.3	-3.8	-0.5	3.4	4.5	-2.8
CCOc1cc(N2CCOCC2)c(OCC)cc1NC(=O)COC(=O)CCn1c(C)csc1=O	-0.8	-8.5	2.6	-8.4	-10.3	-3.7	-0.3	5.5	0.1	11.5
CCOc1ccc(NC(=S)C(C#N)=C2N(C)c3ccccc3N2C)cc1	4.4	-10.0	9.4	-0.3	1.4	-0.5	0.2	-2.5	-1.4	9.2
COc1ccc(NS(=O)(=O)c2cccc(NC(=O)c3ccccn3)c2)cc1	-9.3	0.5	-0.9	3.9	3.2	2.7	-0.3	-4.2	0.2	-18.4
N#CCC(=O)Nc1ccc(C(=O)OCC(=O)C23CC4CC(CC(C4)C2)C3)cc1	-5.0	-7.4	9.6	-2.7	15.2	6.3	0.9	-4.5	1.2	-37.5
Cc1nn(C)cc1CNC(=O)Nc1ccc(Cl)cc1	-0.2	-8.9	14.9	-6.0	-1.1	-0.1	-1.0	-3.0	1.9	-1.4
COc1ccc(NC(=O)c2ccc(-c3c(C)noc3C)c3ccoc23)cn1	11.4	-10.0	-15.5	2.1	-0.3	-1.4	0.9	21.2	1.4	-4.3
Cc1ccnc(N/C=C/C(=O)c2ccc(Br)cc2)c1	19.6	-1.5	4.5	-5.2	8.5	-11.3	-0.1	-1.4	6.4	-7.4
COC(=O)[C@@]1(C)[C@H]2C(=O)N(Cc3ccccc3)C(=O)[C@H]2[C@H]2CN=C(SCc3ccc(Cl)cc3)N21	0.9	-3.9	-9.3	4.6	3.1	-0.5	1.2	-0.3	14.8*	8.9
O=C(OCn1cncn1)c1ccc(Cl)cc1Cl	4.4	1.2	-0.1	3.7	-2.4	-2.1	0.1	1.6	-1.0	1.7
O=C(CSCc1ccco1)c1cccs1	5.1	7.0	-14.6	-3.2	8.2	-14.2	-0.9	-0.5	3.7	-12.0
CCOC(=O)c1cc(-c2ccco2)nc2c1c(C)nn2CCC#N	10.4	i	3.3	1.0	5.5	-3.4	31.6*	4.9	-0.7	-4.6
N#Cc1cn(CC(=O)N2CCCC2)c2ccccc12	-32.6	-42.4	4.1	-10.2	1.8	15.2	-0.9	-9.2	-2.0	13.6
CCOc1ccc(NC(=O)[C@@H]2CCCN2C(=O)c2cccs2)cc1S(=O)(=O)N1CCOCC1	1.9	-16.7	-15.7	-0.9	3.7	8.3	-0.1	6.4	0.5	6.0
O=C(COc1coc(CN2CCN(c3ccc(F)cc3)CC2)cc1=O)NCC1CCCO1 (stereo not given)	-1.3	7.0	-21.3	-6.2	-1.8	1.5	0.6	-5.2	-1.5	3.6
CCn1c2ccccc2c2cc(CN3CCN(S(=O)(=O)CC)CC3)ccc21	-5.9	-3.1	-5.7	-1.6	-3.3	-2.2	0.0	-5.7	/	-21.2
COc1ccc(C(=O)N2CCCC(Nc3ccc(C)c(C)c3)C2)cc1F (stereo not given)	-0.8	0.9	-22.6	12.3	-4.0	-3.5	0.6	-3.2	0.4	-0.4
Clc1ccc2ccc3cccnc3c2n1	1.3	1.8	-3.9	3.9	1.2	3.1	-0.6	5.1	2.0	-4.3
O=[N+]([O-])C(=C1Nc2ccccc2N1)C(Cl)=C(Cl)Cl	9.6	-23.1	-1.7	-2.5	0.6	2.9	-0.3	8.6	5.3	-8.7
CCCN1CCN(C(=O)c2oc3ccccc3c2NC(=O)COc2ccc(OC)cc2)CC1	1.5	-5.3	10.0	-2.8	-6.4	4.2	-0.1	1.4	-0.2	-0.5
CCN(Cc1ccccc1)C(=O)COC(=O)c1cc(Cl)nc(Cl)c1	-4.5	-9.1	-4.8	-2.6	-6.4	0.0	0.1	1.9	-1.1	3.2
CCN(CC)CCN(Cc1cc2cc3c(cc2[nH]c1=O)OCCO3)C(=S)NCC1CCCO1 (stereo not given)	0.2	-92.2	12.5	-0.4	-4.1	5.3	0.9	3.2	2.1	12.0
COc1ccccc1Cc1nc(-c2ccc(C)cc2)no1	-0.5	-2.2	19.5	2.4	-2.6	-11.6	0.2	1.1	-0.3	2.1
Cc1cc(OC(=O)c2c(C)cc(OC(=O)c3c(C)cc(O)cc3O)cc2O)cc(O)c1C(=O)O	-6.5	-7.2	7.3	-3.4	68.8*	4.9	-0.2	-8.9	0.1	-21.0
CC(C)(C)c1cc(NC(=O)Nc2ccccc2OC(F)(F)F)no1	-4.8	13.8	11.0	-0.7	-3.5	12.0	0.0	1.2	-0.1	0.9
Cn1c(C(=O)N2CCN(c3ncccn3)CC2)cc2c(=O)n(C)c3ccccc3c21	5.9	-41.2	-2.4	2.5	-2.0	2.5	-1.2	-2.5	-0.3	6.8
CCOC(=O)c1cc(-c2ccc(F)cc2)nc2c1c(=O)[nH]c(=O)n2Cc1ccccc1	37.2	-9.7	0.5	-8.8	1.8	-10.5	-0.3	43.1*	1.6	3.7
O=C(CSCCO)Nc1ccc(C23CC4CC(CC(C4)C2)C3)cc1	-4.5	6.1	1.2	-6.0	-3.5	10.9	-0.5	-3.7	-4.0	3.5

High-throughput results as filed in PubChem BioAssay.
